# Screening results deposited in PubChem by Broad Institute.
# RAD54 branch: blocks human RAD54 Holliday junction branch migration | actives 0.14% (n = 360,000) | FAM/BHQ fluorescence | inhibition, % at 10.4 µM | Q92698;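 active means mean normalized replicate activity at least 40 and at least half of replicates scoring 40 or more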;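 further: 0% = median of neutral control wells and 100% = median of positive control wells; inhibitors cause a drop in the FAM fluorescence signal; in these data hits start at about 50%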
# Target sequence (Q92698 whole entry, looked up): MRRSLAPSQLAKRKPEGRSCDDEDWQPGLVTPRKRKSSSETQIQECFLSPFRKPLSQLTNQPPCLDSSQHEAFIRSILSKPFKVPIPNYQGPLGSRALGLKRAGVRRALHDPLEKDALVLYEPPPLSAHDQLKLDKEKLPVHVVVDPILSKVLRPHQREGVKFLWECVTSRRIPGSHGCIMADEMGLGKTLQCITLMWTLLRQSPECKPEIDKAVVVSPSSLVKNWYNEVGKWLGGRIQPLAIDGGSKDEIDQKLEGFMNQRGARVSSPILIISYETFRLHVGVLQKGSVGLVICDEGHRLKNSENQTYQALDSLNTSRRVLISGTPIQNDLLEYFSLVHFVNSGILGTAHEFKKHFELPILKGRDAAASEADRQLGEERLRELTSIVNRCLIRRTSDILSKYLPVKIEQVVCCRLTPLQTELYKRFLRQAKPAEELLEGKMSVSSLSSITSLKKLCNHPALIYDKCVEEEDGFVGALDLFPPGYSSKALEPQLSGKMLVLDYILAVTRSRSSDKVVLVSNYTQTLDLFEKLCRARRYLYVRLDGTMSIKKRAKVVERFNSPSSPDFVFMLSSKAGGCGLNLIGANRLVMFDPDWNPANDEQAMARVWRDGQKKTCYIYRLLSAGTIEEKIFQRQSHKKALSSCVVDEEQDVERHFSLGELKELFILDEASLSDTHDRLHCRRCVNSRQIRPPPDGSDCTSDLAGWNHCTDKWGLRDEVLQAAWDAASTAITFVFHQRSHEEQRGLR
# esBAF inh: inhibitors of esBAF chromatin remodeling in mouse ES cells; reporter increase, % at 12.5 µM; Bmi1-luciferase knock-in reporter, 24 h; 100% = twice the neutral-well signal; actives 2% (n = 350,000); in the data active means activation above about 40%;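 further: 0% = median of the plate's neutral control wells and 100% = double that signal; a rise in the Bmi1 reporter signal indicates esBAF inhibition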
# Active calls of the source: *. Not all compounds are listed; rates above refer to the full screens.
# Every second line gives: esBAF inh	RAD54 branch
- Cc1c(C#N)c(NC(=O)c2ccccc2)n(Cc2ccccc2)c1C
 : -6	2
- CCOc1ccccc1N1CCN(C/C=C/c2ccc(N(C)C)cc2)CC1
 : 0	9
- CCNC(=O)O/N=C(\C)c1sc(-c2ccc(Cl)cc2)nc1C
 : 43*	-7
- COc1cccc(OCCSc2nnc3sc4ccccc4n23)c1
 : -5	-1
- CCOC(=O)c1sc(NC(=O)CSc2nccc(C)n2)c(C#N)c1C
 : 0	5
- CSc1cccc(NC(=O)c2ccc(Cl)nc2)c1
 : 23	5
- COc1cc(C)c(S(=O)(=O)NC2CC(C)(C)NC(C)(C)C2)cc1C
 : -3	-3
- COc1ccc(C)cc1S(=O)(=O)N(C)CC(N)=O
 : -4	8
- Cc1cc(NC(=O)Cc2cccs2)nn1CC(=O)NCc1ccco1
 : 2	-5
- O=C1CCCN1CCC1CCN(C(=S)Nc2ccc(F)cc2)CC1
 : 3	-6
- O=C(NN=C1CCCCCCC1)C(=O)NC1CCCCC1
 : -1	-6
- Cc1nc2ccccn2c1C(=O)N/N=C/c1cc(C)n(-c2ccc(Cl)cc2)c1C
 : -1	-5
- COCCN1C(=O)c2ccccc2C(C(=O)N2CCN(c3ccccn3)CC2)C1c1ccc(F)cc1 (centres undefined)
 : -5	-2
- CCn1c(SCC(=O)c2ccccc2)nc2c(c1=O)SC(C)C2 (centres undefined)
 : -3	6
- Cc1ccc(NC(=O)CSCC(=O)O)c(C)c1
 : -2	-4
- CCc1ccc2nc(N(CCN(C)C)C(=O)c3ccc4ccccc4c3)sc2c1
 : 11	2
- COc1ccc(/C=N/n2c(SC)nnc(C(C)(C)C)c2=O)cc1
 : 25	0
- COc1cccc2cc(C(=O)N(C)C3CCN(C)CC3)c(=O)oc12
 : -1	0
- Cc1ccc(S(=O)(=O)NCc2n[nH]c(=S)n2C)cc1
 : 14	9
- Cc1ccc(N=Cc2cc(C)n(C3CCCC3)c2C)cc1
 : 34	-5
- O=C(CN1C(=O)c2ccccc2C1=O)NCc1ccccn1
 : 3	3
- O=C(Nc1ccc(F)cc1)c1cc(S(=O)(=O)N2CCCCC2)cs1
 : -25	2
- Cc1c(N2C(=O)/C(=C/c3ccccc3)SC2=S)c(=O)n(-c2ccccc2)n1C
 : -2	-3
- COc1cccc(NC(=O)c2ccncc2)c1
 : 10	-6
- COc1cc(-c2cn(S(=O)(=O)c3cccc4nsnc34)nc2N)cc(OC)c1OC
 : -14	1
- Cc1cc(C(=O)OCC(=O)N2CC(C)CC(C)C2)c(C)o1 (centres undefined)
 : 3	7
- Cc1c(C(=O)C(C)C)n(C)c2ccccc12
 : -4	0
- O=C(NCc1ccc2c(c1)OCO2)c1c(F)c(F)c(F)c(F)c1F
 : -7	-2
- Oc1ccc(-c2nc(=S)[nH][nH]2)cc1
 : -7	-2
- O=C(CCC(=O)OCC(=O)c1ccc([N+](=O)[O-])cc1)Nc1ccccc1Cl
 : -2	-5
- CCC1OC23CCCCC2C(C#N)(C(=N)O3)C1(C#N)C#N (centres undefined)
 : -8	-28
- Cn1c(SCC(=O)N2CCOCC2)nnc1-c1ccc(Cl)cc1Cl
 : -6	-8
- COc1ccc(/C=N/NC(=O)c2cccc(Br)c2)cc1Cn1cc(Cl)cn1
 : 6	-20
- COC(=O)/C=c1/sc2nc3ccccc3n2c1=O
 : -3	-7
- Cc1cc(OCc2cc(C(=O)NC3CCC3)no2)cc(C)c1Cl
 : 0	-7
- CCC(Sc1nc2ccccc2s1)C(=O)Nc1nnc(C)s1 (centres undefined)
 : 1	4
- CCOC(=O)c1c(N2C(=O)C=CC2=O)sc(C)c1C
 : -3	-4
- COc1ccc(C2N=C(N)N=C(N)N2c2ccc(C)cc2)cc1 (centres undefined)
 : 3	10
- CCOC(=O)c1nn(-c2ccc(C)cc2)c(=O)c2c(N)scc12
 : 3	-4
- O=C(O)CC(NS(=O)(=O)c1ccc(Br)cc1)c1ccco1 (centres undefined)
 : -13	-7
- COC(=O)c1c(S(=O)(=O)NCc2ccccc2)sc(C(=O)O)c1C
 : -5	-4
- CNC(=O)COC(=O)c1nc(-n2nc(C)cc2C)ccc1Cl
 : -5	-5
- CCOC(=O)c1cc(-c2ccc(OC)cc2F)nc2c1c(C)nn2CCC#N
 : -14	-1
- O=C(COc1cccc(NC(=O)c2ccco2)c1)c1ccccc1
 : 50*	-4
- COc1cc(NC(=O)Nc2cccc(C(C)=O)c2)cc(OC)c1OC
 : -13	5
- CN(NC(=O)NN)c1ncc(C(F)(F)F)cc1Cl
 : -7	-9
- O=C(CN(C1CC1)S(=O)(=O)c1ccc(S(=O)(=O)NC2CCCCC2)cc1)Nc1ccccc1
 : 13	4
- O=C(NCSc1ccnc(SCNC(=O)c2ccc(F)cc2)n1)c1ccc(F)cc1
 : -5	-3
- O=C(O)CCCC(=O)Nc1ccc(Sc2ccc([N+](=O)[O-])cc2)cc1
 : 0	3
- CC(=O)N1CCN(C2c3cccc4cccc(c34)C2NS(=O)(=O)c2ccccc2)CC1 (centres undefined)
 : -12	-6
- CCC(C)(C)NC(=O)C(c1ccc(OC)cc1)N(Cc1ccco1)C(=O)CCC(=O)Nc1cc(C)on1 (centres undefined)
 : 9	-10
- CCCCN(CCCC)S(=O)(=O)c1ccc(N2CCCC2=O)c([N+](=O)[O-])c1
 : 0	2
- COc1ccccc1N1C(=O)CC(Sc2ncccc2C(=O)O)C1=O (centres undefined)
 : -5	-11
- CC(C)OC(=O)CSc1nc(N)c(C#N)c(-c2cccs2)c1C#N
 : 15	-3
- CCOc1ccccc1C(=O)N1CCC(n2nnc3cc(C)ccc32)CC1
 : 1	-6
- Cc1ccc(CCN2CC(C(=O)NCCCN3CCOCC3)CC2=O)cc1 (centres undefined)
 : -9	-9
- COc1ccc2nc(NC(=O)C3CCN(S(=O)(=O)c4cnc[nH]4)CC3)sc2c1
 : -13	-4
- CCN(C(=O)CCc1nc(-c2ccc(OC)cc2)no1)c1cc(OC)ccc1OC
 : 6	-1
- COc1cc(-c2nc(S(=O)(=O)c3ccc(Cl)cc3)c(N3CCOCC3)o2)cc(OC)c1OC
 : -10	-3
- CN(C)CCCNCCNC(=O)/C=N\O
 : -2	-3

# Continuation.
# Every second line gives: esBAF inh	RAD54 branch
- O=C(CC1(O)C(=O)Nc2ccccc21)c1ccc2c(c1)OCO2 (centres undefined)
 : -8	-4
- COc1ccc(N2Cc3cccc(C(=O)O)c3C2=O)cc1
 : 4	0
- Cc1ccc2c(CSc3nnc(N)s3)cc(=O)oc2c1
 : 28	-6
- COC(=O)C1CC(c2c(OC)cc(OC)cc2OC)=NO1 (centres undefined)
 : 8	-5
- Cn1c(CCNC(=O)c2ccc(Cl)c(Cl)c2)nnc1SCc1ccc(Cl)c(Cl)c1
 : -6	6
- Cc1ccc(-c2nnc3n2CCCCC3)cc1
 : 3	-7
- S=C(c1ccc(-c2ccccc2Cl)o1)N1CCOCC1
 : 31	4
- COc1ccc(C(=O)CSc2nccc(=O)[nH]2)cc1
 : 2	-3
- Cc1ccc(COn2c(-c3ccc(Cl)cc3)nc3ccc([N+](=O)[O-])cc32)cc1
 : 54*	5
- CCOC(=O)c1cc(C#N)c(N2CCCCC2)nc1-c1ccccc1
 : -9	2
- O=C(C1CCCCC1)N1CCN(c2ccccc2F)CC1
 : 0	-6
- CCOc1nc(N2CCCCC2)nc(-n2cc(-c3ccccc3)nn2)n1
 : -10	2
- COc1cc(S(=O)(=O)Nc2cccnc2)ccc1F
 : -8	-1
- CCN(CCCNC(=O)CCc1nc(-c2ccc(C)cc2)no1)c1cccc(C)c1
 : -3	-4
- COc1cc(S(=O)(=O)Nc2ncccc2C)c(OC)cc1Cl
 : 0	-3

# Arranged by the number under esBAF inh (high to low): 6 of the compounds above.
SMILES | esBAF inh
Cc1ccc(S(=O)(=O)NCc2n[nH]c(=S)n2C)cc1 | 14
CCC(C)(C)NC(=O)C(c1ccc(OC)cc1)N(Cc1ccco1)C(=O)CCC(=O)Nc1cc(C)on1 (centres undefined) | 9
COc1ccc(C2N=C(N)N=C(N)N2c2ccc(C)cc2)cc1 (centres undefined) | 3
Cn1c(SCC(=O)N2CCOCC2)nnc1-c1ccc(Cl)cc1Cl | -6
Oc1ccc(-c2nc(=S)[nH][nH]2)cc1 | -7
O=C(O)CC(NS(=O)(=O)c1ccc(Br)cc1)c1ccco1 (centres undefined) | -13

# 3 compounds out of the list, arranged by length of the SMILES, falling.
# Every second line gives: esBAF inh	RAD54 branch
- O=C(CC1(O)C(=O)Nc2ccccc21)c1ccc2c(c1)OCO2 (centres undefined)
 : -8	-4
- CCOC(=O)c1cc(C#N)c(N2CCCCC2)nc1-c1ccccc1
 : -9	2
- COC(=O)C1CC(c2c(OC)cc(OC)cc2OC)=NO1 (centres undefined)
 : 8	-5

# Entries of single compounds, looked up by structure. Order of values: esBAF inh	RAD54 branch
# Record of Cc1ccc(-c2nnc3n2CCCCC3)cc1 → 3	-7
# Record of COc1cc(S(=O)(=O)Nc2ncccc2C)c(OC)cc1Cl → 0	-3
# Record of O=C(CC1(O)C(=O)Nc2ccccc21)c1ccc2c(c1)OCO2 (centres undefined) → -8	-4
# Record of COc1ccc(N2Cc3cccc(C(=O)O)c3C2=O)cc1 → 4	0

# More records
# Every second line gives: esBAF inh	RAD54 branch
- COc1ccc(N=C2S/C(=C\c3ccc(C)s3)C(=O)N2CC(C)C)cc1
 : -6	0
- O=C(O)CCSc1nnnn1-c1ccccc1
 : -5	-20
- COCc1nc2ccccc2n1Cc1ccccc1Br
 : -3	-7
- CCOC(=O)Nc1cc(C)ccc1OC
 : -4	14
- COc1ccccc1N/C(=N/S(=O)(=O)c1ccc(C)cc1)c1ccc(Cl)cc1
 : 0	0
- CCOC(=O)c1c(C)n(C)c2ccc(OC(=O)c3ccoc3)cc12
 : 1	0
- CNC(=S)N1N=C(c2ccc(OC)cc2)CC1c1ccc(N(C)C)cc1 (centres undefined)
 : 2	-10
- Cc1ccc(Cn2c(=N)c(S(=O)(=O)c3ccc(Br)cc3)cc3c(=O)n4ccccc4nc32)cc1
 : -1	1
- COc1ccc(N2C(=O)C3CCCN3C2c2ccc(F)cc2)cc1Cl (centres undefined)
 : 1	1
- CCSc1nc2ccccc2n1C(=O)c1ccc(S(=O)(=O)N2CCCCC2)cc1
 : 16	7
- Cc1ccc(S(=O)(=O)NCCCNC(=O)c2ccccc2)cc1
 : 11	-8
- CCOC(=O)C1CSC(CC(=O)Nc2ccc(Cl)cc2)C(=O)N1 (centres undefined)
 : -1	6
- COc1ccc(CCNC(C)=O)cc1
 : -7	-4
- COc1cc(CNCC(C)C)cc(Br)c1OCC(=O)Nc1ccccc1
 : -5	-7
- N#Cc1cc(C(=O)c2cc(Br)ccc2O)cn(C2CC2)c1=O
 : -4	-8
- O=C(CCn1cccc1)NC1CCCc2ccccc21 (centres undefined)
 : -10	1
- COc1c(N2CCN(C(=S)Nc3ccc(F)cc3)C(C)C2)c(F)cc2c(=O)c(C(=O)O)cn(C3CC3)c12 (centres undefined)
 : 4	16
- CCOC(=O)Cc1nnc(NC(=O)CC)s1
 : 3	1
- COc1cccc(OC)c1-c1nn2c(-c3ccccc3Cl)nnc2s1
 : 5	1
- Cc1ccc(CNC(=O)c2oc3ccc(S(=O)(=O)N4CCOCC4)cc3c2C)cc1
 : 7	-2
- O=C(c1cc2ccccc2oc1=O)N(Cc1ccco1)C1CCS(=O)(=O)C1 (centres undefined)
 : 82*	-6
- Cc1cccc(C)c1NC(=O)C1(NC(=O)C2CCCN2C(=O)OC(C)(C)C)CCCCC1 (centres undefined)
 : -7	5
- Cc1ccc(C2C(C#N)=C(N)Oc3nc(-c4ccccc4)[nH]c32)o1 (centres undefined)
 : 2	12
- CCOC(=O)N1CCN(C(=O)CS(=O)(=O)c2cn(Cc3ccccc3C)c3ccccc23)CC1
 : 4	13
- COc1ccc(S(=O)(=O)/N=C2/NC(=O)/C(=C\c3cc(OC)c(OC)cc3[N+](=O)[O-])S2)cc1
 : -5	-4
- Cc1cc(C)nc(N2CCC(C(=O)NC3CCCc4ccccc43)CC2)n1 (centres undefined)
 : -8	-1
- Cc1ccc(S(=O)(=O)c2c(C)nn(C(C)(C)C)c2OC(=O)C(C)(C)C)cc1
 : 1	6
- N/C(CCCN1CCCCC1)=N/O
 : -1	1
- COC(=O)CNC(=O)CNC(=O)Nc1ccccc1Cl
 : -1	-3
- CCOC(=O)CC1=C(C(=O)OCC)C(c2cc(OC)c(OC)cc2OC)C(C#N)=C(N)O1 (centres undefined)
 : 1	0
- CCN(CC)C(=O)CSc1nc2ccc(NC(=O)CSc3nnc(N)s3)cc2s1
 : -22	0

# A run of entries from the list above:
# Every second line gives: esBAF inh	RAD54 branch
- Cc1ccc(C2C(C#N)=C(N)Oc3nc(-c4ccccc4)[nH]c32)o1 (centres undefined)
 : 2	12
- CCOC(=O)N1CCN(C(=O)CS(=O)(=O)c2cn(Cc3ccccc3C)c3ccccc23)CC1
 : 4	13
